Screens deposited in PubChem BioAssay by National Center for Advancing Translational Sciences (NCATS).
TDP-43 yeast inh: TDP-43 toxicity inhibition in yeast | Potency, µM (top dose mostly 46.1 µM), without a hit: top-dose growth rescue (activation), usual class: activators | hit rate 1.8% among 410,000 | TDP-43 expressing yeast growth rescue, BacTiter-Glo, 24 h; note: potency is the fitted concentration of half-maximal effect; % of control where 0% means no effect; nearly all actives have a fitted effect of over 50% in size
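In this qHTS, compounds that restore growth of yeast expressing TDP-43 appear as activators. Cells (OD600=0.02, galactose medium, raffinose-pregrown) are incubated with compound 24 hr at 30 deg C and growth is quantified by BacTiter-Glo.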
GLP1R inv ag: acts as inverse agonist at human GLP-1 receptor | Potency, µM (titrated, usually from 38.3 µM), inactives show at the top dose activity change, negative = inhibition, hits mostly inhibitors | P43220 | AID 624417 | hit rate 1.6% among 410,000 | HEK293 GLP-1R CRE-luciferase, luminescence, 24 h; GLP-1R form is constitutively active; note: potency is the fitted concentration of half-maximal effect; % is set by controls: 0 for no effect and ±100 for the full control effect; nearly all actives have a fitted effect of over 55% in size
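Stable HEK293 clone (constitutively active GLP-1R + cAMP-response luciferase); 200 cells/uL plated, 12 h pre-culture, compound 24 hr, 37 deg C/5% CO2; detection reagent 12 min RT; luminescence.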
Akt phos inh: blocks phosphorylation of Akt; Neuro2A IGF-stimulated pAkt S473 HTRF, 20 min; stronger effect = lower value; activity change, % for hits at 50 µM; hit rate 0.32% among 360,000; AID 651550; in the data active = activity change below about -80%; inconclusive = mostly about -51% to -80%; note: % is set by controls: 0 for no effect and ±100 for the full control effect
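Neuro2A cells in DMEM with 0.5% FBS, overnight at 37 deg C, given compound at single 50 µM final, then IGF (6 nM final) for 20 min at 37 deg C. Lysed; phospho-Akt Ser473 by HTRF after 24 h, 665/615 ratio.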
GLP1R ag: agonists of human GLP-1 receptor | P43220 | HEK293 GLP-1R CRE-luciferase, luminescence, 4-6 h; cells express a hypersensitive GLP-1R form | Potency, µM (doses to about 45.6 µM), without a hit: at the highest dose activation, actives largely listed as activators | hit rate 0.007% among 380,000 | AID 624172; note: potency is the fitted concentration of half-maximal effect; % of control where 0% means no effect
FUS suppressor: FUS proteinopathy suppression in yeast; S. cerevisiae FUS-expressing, growth rescue, OD600, 24 h; Potency, µM (titrated, usually from 76.6 µM), for the others: at the top dose growth rescue (activation), usual class: activators; AID 1347120; hit rate 0.24% among 390,000;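 note: potency is the fitted concentration of half-maximal effect; plate controls were DMSO vehicle for no effect and reference control for full effect; nearly all actives have a fitted effect of over 55% in size; some results filed as inactive show a strong effect at the top dose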
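Restored growth of FUS-toxic S. cerevisiae, read as 600 nm absorbance after 24 h at 30C in galactose medium (starting OD 0.005). Controls CP55940 and DMSO.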
D3 antag: D3 dopamine receptor (human) antagonism; P35462; D3R cells, DiscoveRx beta-arrestin luminescence, antagonist mode; stronger effect = lower value; max response, negative = inhibition, %; hit rate 2.5% among 360,000; in the data active = max response below about -50%; inconclusive = no clear call, values can overlap the other calls; note: % is set by controls: 0 for no effect and ±100 for the full control effect; mostly tested at two doses, the higher about 12 µM
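Cells expressing the human receptor were seeded at 1500 cells/well, incubated overnight at 37 degrees C in 5% CO2, then exposed to library compounds with dopamine controls for 90 minutes at 37 degrees C before luminescent detection.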
PTHR1 agonist: activates the human parathyroid hormone receptor PTHR1; Q03431; HEK293 GP2 PTHR1 cells, GloSensor cAMP luminescence, 1 h; Potency, µM (series often up to 115 µM), without a hit: top-dose activation, usual class: activators; hit rate 0.075% among 410,000; note: potency is the fitted concentration of half-maximal effect; nearly all actives have a fitted effect of over 55% in size; some results filed as inactive show a strong effect at the top dose; inactives centre near -15; many of its hits are not listed in these tables
Target sequence (Q03431 whole entry, looked up): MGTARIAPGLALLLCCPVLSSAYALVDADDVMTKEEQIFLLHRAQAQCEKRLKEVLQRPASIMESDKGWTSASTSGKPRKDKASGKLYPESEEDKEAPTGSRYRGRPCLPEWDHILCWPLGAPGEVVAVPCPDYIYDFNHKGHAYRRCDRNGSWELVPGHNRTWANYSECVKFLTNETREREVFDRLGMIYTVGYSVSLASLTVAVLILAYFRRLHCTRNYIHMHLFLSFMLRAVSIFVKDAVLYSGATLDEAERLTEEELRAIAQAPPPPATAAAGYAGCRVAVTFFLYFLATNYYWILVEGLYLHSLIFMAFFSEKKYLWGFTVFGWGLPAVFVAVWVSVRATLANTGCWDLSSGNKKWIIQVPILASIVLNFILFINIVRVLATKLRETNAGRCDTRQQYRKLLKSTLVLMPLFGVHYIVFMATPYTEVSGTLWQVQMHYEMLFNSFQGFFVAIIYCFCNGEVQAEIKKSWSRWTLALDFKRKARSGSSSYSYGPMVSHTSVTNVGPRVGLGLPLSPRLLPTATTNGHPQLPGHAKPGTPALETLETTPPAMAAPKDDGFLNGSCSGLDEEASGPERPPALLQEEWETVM
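HEK-293-derived GP2 cells expressing PTHR1 and a GloSensor cAMP reporter, 3,000/well, plated overnight, given luciferin plus IBMX (each 0.5 mM as added) for 1 h at 37 °C, then compound for 1 h at 37 °C. Luminescence was read after 15 min at room temperature.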
Abeta rescue: restores growth of yeast expressing A-beta42 peptide; hit rate 0.063% among 410,000; yeast expressing A-beta42, growth rescue, OD600, 48 h; response scale: 0% DMSO, 100% iron-clioquinol control; Potency, µM (series often up to 46.1 µM), for inactives: top-dose growth rescue, actives largely listed as activators; AID 1347071; note: potency is the fitted concentration of half-maximal effect; nearly all actives have a fitted effect of over 55% in size
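Yeast A-beta toxicity model in growth medium with pinned compounds, 48 h at 30 C; growth read as absorbance at 600 nm. Normalized to FeCl3/clioquinol equimolar mix (positive) and DMSO (negative).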
aSyn rescue: alpha-synuclein toxicity inhibition in yeast. hit rate 0.14% among 370,000. AID 652106. Potency, µM (titrated, usually from 46.1 µM), without a hit: at the highest dose growth rescue (activation), actives largely listed as activators. Yeast expressing alpha-synuclein, growth rescue, BacTiter-Glo, 24 h; note: potency is the fitted concentration of half-maximal effect; % of control where 0% means no effect; nearly all actives have a fitted effect of over 65% in size
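Rescue of yeast growth: cells expressing toxic alpha-synuclein, induced in galactose at OD600 0.02, incubated with compound 24 h at 30 C. ATP luminescence quantified growth; inhibitors of toxicity appear as activators.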
The depositor's hits bear a star; i = inactive; ? = inconclusive; / = not tested or not shown; [ ] = another dose, or the depositor's remark. Unless noted, calls come from the whole dose curve; as a rule, active = well fitted curve in the direction sought with a large enough effect; inconclusive = small, poorly fitted or top-dose-only effect, or another doubt; inactive = no such curve, though single readings can be large; an effect the other way counts as inactive or inconclusive.

SMILES	Akt phos inh	TDP-43 yeast inh	D3 antag	PTHR1 agonist	FUS suppressor	aSyn rescue	Abeta rescue	GLP1R ag	GLP1R inv ag
COc1ccc(NC(=O)CNS(=O)(=O)c2ccc(Cl)cc2)cc1OC	i	18%	60	i	/	-7%	7%	3%	0%
Cc1ccc(COc2cccc3c2CCN(Cc2ccc(F)cc2)C3=O)cc1	i	-3%	5	-55%[inhibitor]	/	-19%	-2%	-3%	?
COc1ccc(CCNC(=O)c2ccc(CSCc3ccc(C)cc3)o2)cc1OC	/	28%	/	-16%	?	/	-3%	/	?
COc1cc(NC(=O)C2CCCCC2)c(OC)cc1NC(=O)CCC(=O)NCc1ccco1	i	0%	-13	i	35%	-1%	6%	-9%	6%
COc1ccccc1NC(=O)COC(=O)Cc1ccc(S(=O)(=O)N2CCCCC2)s1	i	5%	6	i	19%	10%	-21%	3%	-10%
Cc1ccc(-c2nnn(CC(=O)N(c3cccc(F)c3)C(C(=O)NC3CCCC3)c3ccncc3)n2)o1 (stereo unspecified)	i	-7%	-7	i	-4%	-2%	8%	5%	5%
CC(C)C(C(=O)NC1=NCCS1)c1ccc(Cl)cc1 (stereo unspecified)	i	-36%[inhibitor]	-16	-15%	1%	-36%[inhibitor]	-80%[inhibitor]	0%	?
CCCC(C(=O)NC1CCCC1)N(CCCN1CCOCC1)C(=O)c1snc(C(N)=O)c1N (stereo unspecified)	i	-10%	-7	1%	24%	-2%	6%	24%	0%
COC(=O)c1cccc(NC(=O)C2COc3ccccc3O2)c1 (stereo unspecified)	i	?	6	-12%	3%	-10%	-3%	7%	2%
COc1ccc(C(NC(C)=O)c2c(O)ccc3ccccc23)cc1OC (stereo unspecified)	i	7%	-8	i	-1%	9%	7%	9%	28%
Cc1ccc(N=Cc2ccc(N(C)C)cc2)cc1	i	8%	-20	-22%[57.5 µM]	4%	1%	14%	0%	26%
COc1ccc(-n2c(CN3CCN(c4ccccc4)CC3)nc3ccc([N+](=O)[O-])cc3c2=O)c(OC)c1	i	1%	-17	i	2%	2%	-5%	10%	?
Cc1ccc(N(CC(=O)NC(C)(C)C)C(=O)CS(=O)CC(=O)Nc2ccc(F)cc2)cc1 (stereo unspecified)	i	-14%[0.397 µM]	-10	i	20%	0%	-11%	1%	?
C=CCn1c(SCC(=O)N2CCOCC2)nnc1C(C)NC(=O)c1ccccc1 (stereo unspecified)	i	-19%	3	19%	21%	-13%	6%	-2%	22%
CCOc1ccc(-c2nnc(SCC(=O)Nc3cc(F)ccc3F)o2)cc1	/	6%	/	i	6%	/	-16%	/	?
CCOc1cc(CNc2ccc(C(=O)O)cc2)ccc1OCc1ccccc1	/	5%	/	-11%	24%	/	-7%	-1%	-15%
CCc1nnc(NC(=O)C2CCC2)s1	i	7%	-26	i	14%	-2%	-4%	2%	16%
CN(C)c1ccc(C=NNc2ccccn2)c(Cl)c1	i	1%	2	4%	/	-5%	1%	4%	1%
Cc1cc2nc(C(C)(C)C)c(Cc3cccc(F)c3)n2c(C)c1Br	i	16%	8	-18%	-18%	-7%	?	0%	?
O=C1CC(Nc2ccc(N3CCOCC3)cc2)C(=O)N1c1ccccc1 (stereo unspecified)	i	-25%	4	i	28%	-12%	0%	1%	11%

Copied from the list.
CCc1nnc(NC(=O)C2CCC2)s1 in D3 antag has -26
CN(C)c1ccc(C=NNc2ccccn2)c(Cl)c1 in aSyn rescue has -5%

An excerpt of these results, with values under each structure.
Under each structure – Akt phos inh, TDP-43 yeast inh, D3 antag, PTHR1 agonist, FUS suppressor, aSyn rescue, Abeta rescue, GLP1R ag, GLP1R inv ag
> Cc1ccc(-c2nnn(CC(=O)N(c3cccc(F)c3)C(C(=O)NC3CCCC3)c3ccncc3)n2)o1 (stereo unspecified)
 : i, -7%, -7, i, -4%, -2%, 8%, 5%, 5%
> CC(C)C(C(=O)NC1=NCCS1)c1ccc(Cl)cc1 (stereo unspecified)
 : i, -36%[inhibitor], -16, -15%, 1%, -36%[inhibitor], -80%[inhibitor], 0%, ?
> CCCC(C(=O)NC1CCCC1)N(CCCN1CCOCC1)C(=O)c1snc(C(N)=O)c1N (stereo unspecified)
 : i, -10%, -7, 1%, 24%, -2%, 6%, 24%, 0%
> COC(=O)c1cccc(NC(=O)C2COc3ccccc3O2)c1 (stereo unspecified)
 : i, ?, 6, -12%, 3%, -10%, -3%, 7%, 2%
> COc1ccc(C(NC(C)=O)c2c(O)ccc3ccccc23)cc1OC (stereo unspecified)
 : i, 7%, -8, i, -1%, 9%, 7%, 9%, 28%
> Cc1ccc(N=Cc2ccc(N(C)C)cc2)cc1
 : i, 8%, -20, -22%[57.5 µM], 4%, 1%, 14%, 0%, 26%
> COc1ccc(-n2c(CN3CCN(c4ccccc4)CC3)nc3ccc([N+](=O)[O-])cc3c2=O)c(OC)c1
 : i, 1%, -17, i, 2%, 2%, -5%, 10%, ?
> Cc1ccc(N(CC(=O)NC(C)(C)C)C(=O)CS(=O)CC(=O)Nc2ccc(F)cc2)cc1 (stereo unspecified)
 : i, -14%[0.397 µM], -10, i, 20%, 0%, -11%, 1%, ?
> C=CCn1c(SCC(=O)N2CCOCC2)nnc1C(C)NC(=O)c1ccccc1 (stereo unspecified)
 : i, -19%, 3, 19%, 21%, -13%, 6%, -2%, 22%
> CCOc1ccc(-c2nnc(SCC(=O)Nc3cc(F)ccc3F)o2)cc1
 : /, 6%, /, i, 6%, /, -16%, /, ?
> CCOc1cc(CNc2ccc(C(=O)O)cc2)ccc1OCc1ccccc1
 : /, 5%, /, -11%, 24%, /, -7%, -1%, -15%
> CCc1nnc(NC(=O)C2CCC2)s1
 : i, 7%, -26, i, 14%, -2%, -4%, 2%, 16%
> CN(C)c1ccc(C=NNc2ccccn2)c(Cl)c1
 : i, 1%, 2, 4%, /, -5%, 1%, 4%, 1%

Later entries:
SMILES	Akt phos inh	TDP-43 yeast inh	D3 antag	PTHR1 agonist	FUS suppressor	aSyn rescue	Abeta rescue	GLP1R ag	GLP1R inv ag
CC(NC(=O)CSc1cccc(C(F)(F)F)c1)c1ccccc1 (stereo unspecified)	i	?	7	-37%[inhibitor]	-27%	15%	23%	6%	?
CCOC(=O)/C=c1\s/c(=C\c2c(OC)ccc3ccccc23)c(=O)n1CC(=O)NCC1CCCO1 (stereo unspecified)	i	-3%	-28	-5%[57.5 µM]	45%	3%	7%	21%	0%
CCOCCn1ccc2c(OCC(=O)Nc3cccc([N+](=O)[O-])c3)cccc2c1=O	/	6%	/	i	17%	/	-11%	/	8%
CCOc1ccc(C(=O)NCC2CCCN2S(=O)(=O)c2cccs2)cc1 (stereo unspecified)	i	16%	8	-20%	18%	3%	-2%	12%	-9%
Cc1ccc([N+](=O)[O-])cc1S(=O)(=O)N(C(=O)c1ccncc1)c1ccc2oc3c(c2c1)CCCC3	i	-16%	-28	-18%	/	22%	-7%	0%	?
CC1(C)Cc2cccc(OCC(=O)NCc3cccs3)c2O1	i	13%	0	-33%[inhibitor]	12%	12%	13%	22%	?

Some of the compounds tested (hit frequency here may not be typical).
